# 697 NFkB inh – inhibitors of PMA/ionomycin-induced NF-kB reporter, 697 cells, primary screen, B-cell NF-kB inhibitor project, cell-based, luminescence, uHTS. AID 435022, 2010. 697 B-cell NF-kB luciferase reporter, 16 h. inhibition, % at 4 µM. 330,000 compounds, 0.33% hits; in the data active = inhibition above about 35%
# UBC13 inh – UBC13 polyubiquitin chain formation inhibitors, primary screen, biochemical, TR-FRET, uHTS; inhibition, % at 20 µM; 330,000 compounds, 0.47% hits; AID 485273, 2010; in the data active = inhibition above about 45%, passing the limit was not always enough
# Target sequence (P61088 whole entry, looked up): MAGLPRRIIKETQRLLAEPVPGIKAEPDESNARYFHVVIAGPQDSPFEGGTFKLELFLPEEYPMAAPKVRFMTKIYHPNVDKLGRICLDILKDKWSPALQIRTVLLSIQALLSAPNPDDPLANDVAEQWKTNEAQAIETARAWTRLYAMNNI
# SENP7 inh – SENP7 protease inhibitors, primary screen, biochemical, luminescence, uHTS. recombinant SENP7, Z-RLRGG-aminoluciferin luminescence, 40 min. AID 434973, 2010. inhibition, % at 5 µM. 330,000 compounds, 1.5% hits;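 active = inhibition above about 50% at the single test dose, limit read from the data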;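 also: plate controls were DMSO with enzyme for no effect and no enzyme buffer wells for full effect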
# Target sequence (Q9BQF6 706-1050 limits assumed): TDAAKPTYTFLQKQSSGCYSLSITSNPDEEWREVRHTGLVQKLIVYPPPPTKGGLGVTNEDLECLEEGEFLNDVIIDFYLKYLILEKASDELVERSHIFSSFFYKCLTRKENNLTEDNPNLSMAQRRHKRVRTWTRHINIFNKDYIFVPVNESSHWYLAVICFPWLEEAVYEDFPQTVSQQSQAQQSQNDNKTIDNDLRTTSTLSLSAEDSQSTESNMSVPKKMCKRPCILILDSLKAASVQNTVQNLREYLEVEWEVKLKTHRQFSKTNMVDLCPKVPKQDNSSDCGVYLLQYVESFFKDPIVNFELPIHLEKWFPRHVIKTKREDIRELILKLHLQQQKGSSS
# Gli-Sufu block – Gli-Sufu pathway antagonists, primary screen, luciferase luminescence, Sufu-KO-LIGHT cells, uHTS | Sufu-KO-LIGHT fibroblasts, Gli luciferase reporter luminescence | inhibition, % at 5 µM | 340,000 compounds, 0.74% hits | AID 588413, 2011;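 active = inhibition above about 55%, limit read from the data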;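 also: 0% = DMSO-treated cells and 100% = wells with medium but no cells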
# SENP8 inh – SENP8 protease inhibitors, primary screen, biochemical, luminescence. Sentrin-specific protease 8 (Homo sapiens), Q96LD8. purified SENP8, Z-RLRGG-aminoluciferin cleavage. inhibition, % at 10 µM. 330,000 compounds, 1.2% hits. AID 2540, 2010
# Target sequence (Q96LD8 whole entry, looked up): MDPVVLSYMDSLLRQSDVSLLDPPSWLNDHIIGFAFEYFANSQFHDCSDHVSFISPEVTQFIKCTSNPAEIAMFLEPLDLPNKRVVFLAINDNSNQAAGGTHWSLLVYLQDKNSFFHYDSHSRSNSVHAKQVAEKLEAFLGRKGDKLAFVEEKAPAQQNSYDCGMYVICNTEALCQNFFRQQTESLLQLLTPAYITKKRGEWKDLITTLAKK
# Jurkat NFkB inh – inhibitors of induced NF-kB luciferase reporter, primary screen, TCR NF-kB activation inhibitor project, cell-based, luminescence, uHTS | Jurkat, PMA/ionomycin-induced NF-kB luciferase reporter | 330,000 compounds, 0.53% hits | inhibition, % at 4 µM
# HKDC1 inh – HKDC1 hexokinase inhibitors, primary screen, biochemical, fluorescence, uHTS; Q2TB90; recombinant HKDC1, G6PDH/diaphorase resazurin coupled fluorescence; inhibition, % at 20 µM; 340,000 compounds, 0.16% hits; AID 493160, 2011;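 active = inhibition above about 35% when tested at 20 µM, limit read from the data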;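 also: plate controls were DMSO wells with enzyme for no effect and DMSO wells lacking enzyme for full effect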
#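 Assay system: recombinant HKDC1 hexokinase; detection: coupled resazurin fluorescence, excitation 525 nm, emission 613 nm; benchmarks: DMSO-plus-enzyme-mix negative control, buffer-substituted positive control; compound dosing: single 20 µM dose; schedule: 90 min at room temperature in dark; also added: glucose plus 1 mM ATP as hexokinase substrates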
# Apaf1 inhib – inhibitors of human Apaf-1 apoptosome, primary screen, biochemical, DEVD-Rh110 fluorescence, uHTS; inhibition, % at 20 µM; AID 489030, 2010; reconstituted apoptosome caspase-3 activity; 330,000 compounds, 0.71% hits; Apoptotic protease-activating factor 1 (Homo sapiens), O14727; active = inhibition of at least 40% at 20 µM;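 also: plate controls were DMSO wells for no effect and DEVD-CHO caspase inhibitor wells for full effect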
#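 System: Apoptosome proteins | Medium: Hepes pH 7.5 with detergent and BSA | Also added: Cytochrome c trigger plus (Z-DEVD)2-Rh110 caspase-3 substrate | Incubation: 30 min compound preincubation, 50 min activation, room temperature | Detection: Rhodamine 110 fluorescence at Ex 480/Em 540 nm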
# The depositor's hits bear a star; . = no result given. Rule as the data show it, unless noted: active = inhibition above about 50%; inactive = the rest.
SMILES,697 NFkB inh,UBC13 inh,SENP7 inh,Gli-Sufu block,SENP8 inh,Jurkat NFkB inh,HKDC1 inh,Apaf1 inhib
O=C(OCCCc1cc2ccccc2c(=O)o1)c1ccccc1C(F)(F)F,-8,-9,-10,-6,-4,-7,3,10
Cc1cc(C(=O)Nc2cc(S(C)(=O)=O)ccc2Cl)c(C)o1,10,15,4,-2,6,10,-2,-1
CC1=CC(C)(C)Nc2ccc(OC(=O)CN3C(=O)CCC3=O)cc21,65*,1,9,6,11,6,22,-28
CN(Cc1ccccc1)C(=O)C1CCCN(Cc2ccc(Cl)cc2)C1 (centres undefined),14,6,0,.,1,-12,-1,5
O=C(COC(=O)c1cccc(C(F)(F)F)c1)NCc1ccccc1,-12,0,-11,-5,-9,-21,6,6
Cc1ccccc1CN(C)C1CCN(C)CC1,12,-14,-8,6,-9,-21,-8,4
C=CCn1c(SCC(=O)Nc2cccc(S(=O)(=O)N(C)c3ccccc3)c2)nnc1C1CC1,-18,1,-8,7,-8,-3,-3,17
FC(F)(F)c1cc(C(F)(F)F)c2ccc(N3CCN(c4ncccn4)CC3)nc2n1,18,15,-3,-7,7,7,-12,-23
O=[N+]([O-])c1ccc(CP(=O)(c2ccccc2)c2ccccc2)cc1,1,3,5,-1,-13,-8,-3,4
COc1cccc(/C=N/Nc2nc3ccccc3[nH]2)c1O,-180,-20,36,24,14,-73,18,21
CCC(CC)NC(=O)Cc1ccc(S(=O)(=O)N2CCOCC2)s1,8,-2,4,-3,-3,5,-1,-2
Cc1cc(C)c(S(=O)(=O)NCC(=O)O)cc1C,13,5,0,1,7,-3,-8,-15
Cc1cc(/C=N/NC(=O)c2ccc(O)cc2)c(C)n1C1CC1,17,1,8,-6,1,8,-10,-3
COc1ccc2c(-c3ccccc3)cc(SCC(=O)NC(N)=O)nc2c1,14,4,1,3,4,14,-4,-1
CC1=C(C(=O)OC(C)C)C(c2c(O)ccc3ccccc23)NC(=O)N1 (centres undefined),2,-5,-1,9,-2,-4,-1,7
COc1cc(NC(=O)CN2CCC(C(N)=O)(N3CCCCC3)CC2)c(OC)cc1Cl,13,4,-4,13,2,4,0,-4
CCC(=O)Nc1ccc(S(=O)(=O)Nc2cccc(C)c2)cc1OC,-5,-21,-1,0,-6,10,-8,10
Cc1ccc(NS(=O)(=O)N2CCOCC2)cc1Cl,-10,-6,9,-12,0,-5,-4,3
O=C1c2cccnc2C(Nc2ccc(F)c(Cl)c2)N1Cc1cccs1 (centres undefined),16,4,12,0,-3,10,5,2
CCc1ccc(NC(=S)N2CCC(NC(=O)c3ccccc3)CC2)cc1,8,6,1,-17,0,0,-9,4
Cc1ccc(NC(=O)CCC(=O)NNC(=S)Nc2ccc(F)cc2)c(C)c1,0,2,1,-6,7,-1,-1,0
COc1ccc(NC(=O)COc2ccccc2Cc2ccccc2)cc1S(=O)(=O)N1CCOCC1,-2,-3,0,5,3,5,8,9
COc1ccc(NC(=O)CSc2nc3ccccc3c(=O)n2CCNC(C)=O)cc1,5,8,0,-17,-7,7,4,-9
COc1ccccc1CNS(=O)(=O)c1ccc2c(c1)NC(=O)CS2,-35,-10,5,-6,0,-12,-5,5
Cc1ccc(NC(=O)CO/N=C(\N)c2nonc2N)cc1,-4,-13,-1,-3,-5,-3,-1,5
C#CCSc1nnc(-c2sc(-c3ccccc3)nc2C)n1C,-13,7,-5,-31,-14,1,4,-2
COc1cc(C(=O)Nc2nnc(-c3sccc3C)s2)cc(OC)c1OC,-9,3,0,0,-6,-5,14,8
CCn1c(CNC(=O)COc2ccc(C(C)C)cc2)nnc1SCC(=O)Nc1ccccc1C(C)C,-28,7,2,10,-4,-8,13,9
COc1cc(CN2CCCC(N3CCN(c4ccccc4C)CC3)C2)cc(Cl)c1O (centres undefined),-6,11,6,24,1,5,2,-4
O=c1[nH]c2ccc(S(=O)(=O)Nc3ccccc3O)cc2[nH]1,-13,-3,-4,-4,-6,1,4,-13
C=CCc1c(C)nc2c(OC)cccc2c1Cl,6,14,9,.,0,-17,1,-8
CCOc1ccc(NS(=O)(=O)c2ccc(NC(=O)c3ccccn3)cc2)cc1,-5,3,1,-18,-2,5,-3,11
CCOC(=O)c1sc(NC(=O)C(CC)OC(=O)c2ccco2)nc1C (centres undefined),-3,-2,-1,24,-1,9,7,12
CCn1c(=O)c(=O)[nH]c2cc(C(=O)NC3CC3)ccc21,21,-2,6,2,-5,12,-3,-5
CCN1/C(=C2\C(=O)N(c3ccccc3)N=C2C)C=Cc2cc(C)ccc21,16,-17,-1,-5,6,-7,-14,-12
COc1ccc(CCNC(=O)c2ccccc2-c2ccccc2C(=O)O)cc1OC,-6,1,-6,6,-4,4,-8,4
CC(C)CC(=O)N1CCN(C(=O)CCC2CCCC2)CC1,-6,5,-6,0,-3,9,-4,-4
O=C(Nc1cc(C(F)(F)F)ccc1Cl)c1cccc(N2C(=O)CCC2=O)c1,2,-3,12,-7,-3,21,-5,0
Cc1onc(-c2ccccc2)c1C(=O)OCC(=O)Nc1cc(S(=O)(=O)N2CCOCC2)ccc1Cl,10,-1,-3,9,0,12,-2,2
CCN=c1sc(C(=O)Nc2ccccc2)c(C)n1CC,12,11,-5,-2,3,7,-5,-7
CCCn1c2ccc(F)cc2c2nnc(NN)nc21,-3,-26,-3,6,0,7,14,22
Cn1c(N)c(C(=O)COC(=O)c2ccc3c(c2)C(=O)N(c2ccc(Cl)cc2)C3=O)c(=O)n(C)c1=O,21,-20,14,8,2,10,7,-3
CC1CC(C)CN(c2oc(-c3ccccc3F)nc2C#N)C1 (centres undefined),-1,12,1,11,4,3,4,7
CC(C)(C)NC(=O)c1cccc(NC(=O)Cc2cccs2)c1,-12,8,3,-34,3,-19,-4,-13
CC1Cc2ccccc2N1C(=O)c1ccc(N2CCCC2)c([N+](=O)[O-])c1 (centres undefined),-7,-21,-10,-1,-10,-10,-2,6
CC(Sc1ncc(C(F)(F)F)cc1Cl)C(=O)NC(N)=O (centres undefined),16,1,-3,7,10,-6,2,0
CCC(C)c1ccc(NC(=O)NCCN2CCCCC2)cc1 (centres undefined),-16,7,-12,22,-16,-12,-1,2
CCOC(=O)c1ccc(-c2c(-c3cc(OC)c(OC)c(OC)c3)noc2C)cc1F,-38,3,-1,14,-2,57*,2,27
O=C1CN(C(=O)c2ccccc2F)C(c2ccccc2)c2cc(F)ccc2N1 (centres undefined),-17,-2,10,6,5,8,2,7
CCC1(C)Cc2c(sc3nc4n(c(=O)c23)CCS4)CO1 (centres undefined),-2,-3,0,-8,-9,0,0,0
COc1ccc(N2CCN(C(=O)CN(C)S(=O)(=O)c3cc(C)ccc3OC)CC2)cc1,-2,6,4,-4,-3,7,5,1
O=C(NC1CC1)C1Nc2ccc(OC(F)(F)F)cc2C2C=CCC12 (centres undefined),-23,-2,-9,4,-12,-1,-2,12
C/C(=C\c1cc2ccccc2o1)C1Nc2cccc3cccc(c23)N1,0,-56,13,21,-2,-5,10,9
COCCn1c(SCC(=O)Nc2ccccc2F)nnc1-c1ccoc1C,3,-3,-6,-8,-13,2,-5,-23
CCOC(=O)N1CCC(n2c(=S)[nH]c3ccccc3c2=O)CC1,1,3,7,6,3,-15,-5,4
Cc1nc2ccccn2c1C(=O)N/N=C/c1ccccc1Cl,15,-2,-8,5,3,-18,-3,0
COc1ccc(C)cc1NC(=O)Nc1ccc(Br)cn1,15,7,-3,-3,0,10,-3,-5
CC1C(=O)C(C)C(c2cccc(Br)c2)NC1c1cccc(Br)c1 (centres undefined),-1,-7,-1,12,-5,3,1,15
c1ccc(CN2CCCC3(CCCN(Cc4nc(CC5CC5)no4)C3)C2)cc1 (centres undefined),10,-2,2,7,0,3,-4,-12
CC(=O)Nc1ccc(OCCOc2ccc(NC(C)=O)cc2)cc1,-1,5,4,46,0,5,2,-5
# Remaining list, next part:
SMILES,697 NFkB inh,UBC13 inh,SENP7 inh,Gli-Sufu block,SENP8 inh,Jurkat NFkB inh,HKDC1 inh,Apaf1 inhib
O=C(O)c1ccccc1Nc1ccccc1C(=O)O,13,-4,5,23,5,4,-6,-1
Cc1ccc(Nc2cc(C)nc(N3CCOCC3)n2)cc1,6,8,6,-7,0,-27,0,1
COc1ccccc1NS(=O)(=O)c1ccc(C)c(C(=O)NC2CCN(Cc3ccccc3)CC2)c1,-41,1,5,40,-4,24,-5,11
Cn1c(N)c(C(=O)COC(=O)c2ccccc2C(=O)c2ccc(Cl)cc2)c(=O)n(C)c1=O,-8,-9,1,11,-12,8,3,17
O=C(OCC(=O)N1c2ccccc2Sc2ccccc21)c1cccnc1,4,-3,-13,0,-11,-17,-10,1
COc1ccc(CNC(=O)C[C@H]2C(=O)N(Cc3ccc(OC)cc3)C[C@@H]2Cc2ccccc2)cc1,-6,16,-1,9,-3,5,-6,21
Cn1ccc(CC(=O)N2CCC(N3CCC(C(=O)N4CCCC4)CC3)CC2)c1,24,-2,12,-1,-5,1,10,-1
CCN(CC)C(=O)Cn1nc(-c2ccncc2)nc1SCC(=O)Nc1ccc(OC)cc1,-13,-8,-11,0,-13,-1,1,-1
Cc1ccc(S(=O)(=O)N(CC(=O)Nc2ccccc2-c2ccccc2)c2ccc(C)cc2C)cc1,-19,-14,-5,5,-8,-2,-2,11
Cc1ccc(NC(=O)COC(=O)CNC(=O)C2CCCCC2)cc1S(=O)(=O)N(C)C,14,-12,-12,1,-20,1,-3,5
COCCN(C)C(=O)CCc1nnc(Cc2ccc(-c3ccccc3)cc2)o1,-16,-2,-10,0,-6,-1,0,2
Cc1ccc(/C=C/C2=Cc3c(sc(NC(=O)CSc4n[nH]c(N)n4)c3C#N)C(C)(C)C2)o1,-17,25,-14,.,-4,-7,.,39
COc1ccccc1CNS(=O)(=O)N(C)C,11,-6,0,5,8,2,-9,9
O=C(CN1C(=O)C2CC=CCC2C1=O)Nc1nnc(SCc2c(Cl)cccc2Cl)s1 (centres undefined),-6,-4,-5,-10,-3,-9,-2,12
COc1ccc(NC(=O)CCC(=O)Nc2cc(OC)c(NC(=O)c3cccs3)cc2OC)cc1,-16,-8,-13,-2,-7,-9,-1,9
Cc1cc(N2CCOCC2)ccc1/C=C1/SC(=O)NC1=O,-81,-7,5,-35,0,-18,-3,7
CC1CCN(C(=O)CCc2ccc(Oc3cc([N+](=O)[O-])cc([N+](=O)[O-])c3)cc2)CC1,-34,-7,-2,-9,-7,10,4,24

# Of the compounds above, 6 contain a CF3 group:
SMILES,697 NFkB inh,UBC13 inh,SENP7 inh,Gli-Sufu block,SENP8 inh,Jurkat NFkB inh,HKDC1 inh,Apaf1 inhib
O=C(OCCCc1cc2ccccc2c(=O)o1)c1ccccc1C(F)(F)F,-8,-9,-10,-6,-4,-7,3,10
O=C(COC(=O)c1cccc(C(F)(F)F)c1)NCc1ccccc1,-12,0,-11,-5,-9,-21,6,6
FC(F)(F)c1cc(C(F)(F)F)c2ccc(N3CCN(c4ncccn4)CC3)nc2n1,18,15,-3,-7,7,7,-12,-23
O=C(Nc1cc(C(F)(F)F)ccc1Cl)c1cccc(N2C(=O)CCC2=O)c1,2,-3,12,-7,-3,21,-5,0
CC(Sc1ncc(C(F)(F)F)cc1Cl)C(=O)NC(N)=O (centres undefined),16,1,-3,7,10,-6,2,0
O=C(NC1CC1)C1Nc2ccc(OC(F)(F)F)cc2C2C=CCC12 (centres undefined),-23,-2,-9,4,-12,-1,-2,12

# Compound activity: PubChem BioAssay, Sanford-Burnham Center for Chemical Genomics
